# Source: PubChem
# esBAF inh: Bmi1 luciferase reporter increase in mESCs, primary screen, esBAF inhibitor project, mouse ES cells, Bmi1 luciferase knock-in, single point; 24 h; 100% = twice the neutral-well signal; reporter increase, % at 12.5 µM; 2% of 350,000 active; in the data active = activation above about 40%; inconclusive = no clear call, values can overlap the other calls;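 note: 0% = median of the plate's neutral control wells and 100% = double that signal; a rise in the Bmi1 reporter signal indicates esBAF inhibition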
# RAD52 anneal inh: RAD52 DNA annealing inhibitors, primary screen, biochemical, FRET, single point, set 2; DNA repair protein RAD52 homolog (Homo sapiens), P43351; recombinant RAD52 DNA annealing, FRET fluorescence; inhibition, % at 18.7 µM; 0.46% of 360,000 active;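 active = every replicate showing at least 50% inhibition; inconclusive = mean inhibition at least 50% but not in every replicate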
# E-selectin induc: E-selectin induction in HUVECs, primary screen, imaging, HUVEC, immunofluorescence imaging, single point; 0.37% of 260,000 active; activation, % at 7.58 µM; normalized: neutral wells 0, TNF-alpha wells 100; P16581;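 active = mean E-selectin-positive cell signal at least 10% of the positive control, reached in at least 60% of replicates, without over 20% cell loss; inconclusive = no rule given, readout overlaps actives, possibly toxicity-flagged; inactive = the rest, including those meeting only one limit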;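 note: in these data hits start at about 27%; measured in HUVEC primary endothelial cells; signal is the percent of cells scored E-selectin positive by PE staining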
# Target sequence (P16581 whole entry, looked up): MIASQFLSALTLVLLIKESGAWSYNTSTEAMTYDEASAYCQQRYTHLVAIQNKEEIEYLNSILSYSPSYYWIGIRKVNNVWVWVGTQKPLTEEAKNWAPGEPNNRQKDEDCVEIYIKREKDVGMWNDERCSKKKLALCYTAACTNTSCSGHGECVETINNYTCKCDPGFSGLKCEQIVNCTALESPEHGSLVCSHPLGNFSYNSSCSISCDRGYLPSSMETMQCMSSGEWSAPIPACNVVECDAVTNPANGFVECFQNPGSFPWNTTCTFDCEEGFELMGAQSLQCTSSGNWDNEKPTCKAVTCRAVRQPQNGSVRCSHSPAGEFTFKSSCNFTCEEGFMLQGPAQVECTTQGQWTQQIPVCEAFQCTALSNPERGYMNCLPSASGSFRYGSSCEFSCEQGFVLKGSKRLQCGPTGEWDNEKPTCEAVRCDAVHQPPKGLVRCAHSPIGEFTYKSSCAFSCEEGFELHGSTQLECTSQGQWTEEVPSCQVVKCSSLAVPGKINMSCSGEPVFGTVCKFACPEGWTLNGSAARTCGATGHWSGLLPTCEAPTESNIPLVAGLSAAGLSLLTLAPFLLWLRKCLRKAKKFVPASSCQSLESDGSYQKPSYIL
#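 Read-out basis: % PE-positive cells; Test system: HUVEC primary endothelial cells; Technique: immunofluorescence imaging; Dosing: single-point compound dose.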
# ERp5 inh: inhibitors of ERp5-driven insulin aggregation, primary screen, biochemical, turbidity, absorbance 650 nm, single point; Protein disulfide-isomerase A6 (Homo sapiens), Q15084; 90 min; inhibition, % at 9.99 µM; 0.05% of 350,000 active; AID 651711, 2012;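 active = mean replicate inhibition above about 25%, with every replicate also reaching it, limit read from the data, passing the limit was not always enough; inconclusive = only one of those two criteria met; inactive = neither criterion met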
# Target sequence (Q15084 whole entry, looked up): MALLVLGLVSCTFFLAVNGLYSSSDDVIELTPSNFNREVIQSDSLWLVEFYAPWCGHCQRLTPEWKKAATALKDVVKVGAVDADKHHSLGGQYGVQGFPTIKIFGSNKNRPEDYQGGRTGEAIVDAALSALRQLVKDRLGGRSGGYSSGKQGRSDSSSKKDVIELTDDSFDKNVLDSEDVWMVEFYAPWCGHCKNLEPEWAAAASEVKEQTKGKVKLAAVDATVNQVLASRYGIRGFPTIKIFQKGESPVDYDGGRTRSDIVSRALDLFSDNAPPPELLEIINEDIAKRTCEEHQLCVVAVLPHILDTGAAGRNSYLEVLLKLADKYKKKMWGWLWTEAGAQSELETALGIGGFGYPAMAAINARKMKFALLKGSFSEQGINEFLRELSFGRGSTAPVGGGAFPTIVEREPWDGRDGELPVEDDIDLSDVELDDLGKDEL
# ERAP1 inh: human ERAP1 aminopeptidase inhibitors, primary screen, biochemical, single point, plate reader | Endoplasmic reticulum aminopeptidase 1 (Homo sapiens), Q9NZ08 | recombinant ERAP1, Leu-AMC fluorescence, 60 min | inhibition, % at 10.7 µM | 0.15% of 340,000 active | AID 652197, 2013;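 active = mean replicate inhibition of at least 30%, or all replicates individually reaching that 30% level; inactive = mean below 30% and not every replicate reaching it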;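 note: 0% = neutral control wells and 100% = L-leucinethiol positive control wells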
# S100A4 MyoIIA: inhibitors of S100A4-myosin IIA peptide binding, primary screen, biochemical, fluorescence polarization, TAMRA-MyoIIA peptide | Protein S100-A4 (Homo sapiens), P26447 | inhibition, % at 10.7 µM | 0.14% of 360,000 active;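 active = mean inhibition of at least 70% across replicates, with every replicate also reaching that level; inconclusive = mean inhibition reaches 70% but some replicates fall short; inactive = mean inhibition below 70%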
#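 System – human S100A4 monomer protein, biochemical binding assay · Buffer or medium – Calcium-containing HEPES buffer, pH 7.2 · Timing – 5 min between mix addition and reading · Also added – TAMRA-labelled myosin IIA heavy-chain peptide probe, 5 nM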
# Xi reactivation: activators of inactive X chromosome reactivation, primary screen, imaging, XiGFP fibroblasts, GFP high-content imaging, set 2. activation, % at 7.58 µM. AID 743238, 2013. XiGFP mouse fibroblasts, % GFP-positive cells imaging, 3 d; cells co-treated with 5-aza-dC sensitizer; scaled so ellipticine positive control = 100%. 0.055% of 360,000 active;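 active = mean normalized replicate activation at least 10% and every replicate at or above 10%; inconclusive = only one of the two criteria met; inactive = mean below 10% and not all replicates reach 10%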;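 note: 0% = median of on-plate neutral control wells and 100% = ellipticine 6 µM median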
#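 Material: XiGFP fibroblasts, SV40-immortalized. Buffer or medium: DMEM plus 5-aza-dC sensitizer. Compound: single concentration per compound, delivered by pin transfer. Times: 3 days compound exposure. Controls: ellipticine 6 µM.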
# RAD54 inh: inhibitors of human RAD54 branch migration, primary screen, biochemical, fluorescence, single point | RAD54 Holliday junction branch migration, FAM/BHQ fluorescence | inhibition, % at 10.4 µM | 0.14% of 360,000 active | AID 602329, 2012;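 active = mean normalized replicate activity at least 40 and at least half of replicates scoring 40 or more; inconclusive = only one of the two criteria met; inactive = mean below 40 and under half of replicates reaching 40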;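 note: 0% = median of neutral control wells and 100% = median of positive control wells; inhibitors cause a drop in the FAM fluorescence signal; in these data hits start at about 50%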
# An asterisk follows results filed as active; ? = inconclusive; . = no result given; & = joins results of further samples; ! = repeats disagree.
SMILES,esBAF inh,RAD52 anneal inh,E-selectin induc,ERp5 inh,ERAP1 inh,S100A4 MyoIIA,Xi reactivation,RAD54 inh
COc1cccc(OC)c1C(=O)NC(=S)N1CCCCC1c1cccnc1 (configuration not stated),8.8,-6.5,.,2.1,.,1.0,.,3.1
CN(C)CC(=O)N[C@H]1C=C[C@@H](CC(=O)NCCN2CCCCC2)O[C@@H]1CO,-1.1,-3.8,0.0,0.8,-1.1,1.7,0.0,6.6
CN(C)S(=O)(=O)n1cc(/C=C(\NC(=O)c2ccccc2)C(=O)NCCN2CCOCC2)c2ccccc21,-2.4,-10.1,.,-5.3,-2.3,-12.0,0.2,-4.4
Cc1ccccc1OCC(O)COc1ccccc1C,28.6,1.5,.,2.5,0.1,-3.3,0.2,-14.0
Cc1cc2c(cc1S(=O)(=O)NCc1ccccc1)NC(=O)CO2,.,-15.9,-0.1,6.2,1.1,-9.1,0.0,5.0
COc1ccc(CNS(=O)(=O)c2c(C(=O)N3CCCCCC3)c(C)n(C)c2C)cc1,-2.9,-37.8,.,-3.5,-2.3,2.3,0.0,1.5
CCn1c(=S)sc2c(=O)n(CC(=O)Nc3cccc(Cl)c3)c(C)nc21,-1.6,-7.1,.,.,-2.0,-0.2,0.0,-7.9
CSCCC(NS(=O)(=O)c1ccc(C)cc1)C(=O)Nc1ccc(C)cn1 (configuration not stated),.,-1.1,0.0,0.7,-0.1,-5.9,-0.1,2.3
CC(C)NC(=O)N(C)C[C@@H]1Oc2ncc(C#CC3CC3)cc2C(=O)N([C@@H](C)CO)C[C@@H]1C,-1.2,-2.5,-0.1,-10.4,4.1,3.8,0.1,4.4
COC(=O)c1cc(S(=O)(=O)Nc2ccc(C)c(F)c2)c[nH]1,10.5,-21.4,0.3,-3.6,-2.6,-2.7,0.1,2.7
COCc1cn(CC[C@@H]2CC[C@@H](NC(=O)c3ccncc3)[C@@H](CO)O2)nn1,-3.7,3.6,-0.6,6.6,-2.7,4.7,-0.4,0.0
CN1C(=O)c2cc(NC(=O)c3ccccc3Cl)ccc2OC[C@H]2O[C@@H](CC(=O)O)CC[C@@H]21,-4.7,-2.4,.,7.9,-1.7,4.9,.,-12.0
Nc1cc(=O)[nH]c(SCC(=O)Nc2ccccc2Sc2ccccc2)n1,0.8,-17.1,0.0,5.1,-0.9,3.1,0.0,-3.5
O=C(Cc1ccccn1)NCC[C@@H]1CC[C@@H](NC(=O)Nc2ccc(Cl)cc2)[C@H](CO)O1,-10.8,4.2,2.3,0.7,5.1,-8.8,0.5,6.8
N#C[C@H]1[C@H](c2ccc(C#Cc3ccc(F)cc3)cc2)[C@H](CO)N1C(=O)C1CC1,14.1,-37.4,-0.4,4.1,-0.8,14.2,0.0,-1.9
CC(C)c1csc(CN2CCC(n3nccc3NC(=O)Cc3ccccc3)CC2)n1,-1.7,-5.7,-0.5,1.4,1.6,1.0,-0.1,-9.1
CC1(C(=O)Nc2ccc3[nH]ncc3c2)CCN1C(=O)C/C=C/c1ccccc1 (configuration not stated),7.5,-21.5,0.3,-8.1,-0.2,-4.4,-0.1,-2.0
CC1C(=O)N2CCCc3cc(NC(=O)COc4ccccc4)cc1c32 (configuration not stated),.,-8.6,.,-2.9,-1.1,-2.8,0.0,5.7
Cc1noc(C)c1S(=O)(=O)Nc1cccc2c1O[C@H](CN(C)Cc1ccc(C(=O)O)cc1)[C@H](C)CN([C@@H](C)CO)C2=O,-0.1,-5.1,-2.0,-1.8,-0.6,-1.5,-0.1,-7.2
O=C(Cn1cc(C(=O)C2CC2)c2ccccc21)Nc1ccc(F)cc1,7.5,-2.3,.,7.3,-0.9,-3.8,-0.1,3.4
CC(NC(=O)C(C)N1C(=O)c2ccccc2C1=O)c1ccccc1 (configuration not stated),-13.0,17.3,.,-0.9,-0.4,2.0,0.0,-7.8
Cc1ccccc1-c1cnc2c(c1)C(=O)N([C@H](C)CO)C[C@H](C)[C@@H](CN(C)Cc1ccncc1)O2,2.2,-0.1,0.0,-3.5,3.0,3.4,-1.3,-7.3
COc1ccc(CC(=O)N(Cc2ccccc2)C(C)C)cc1,12.0,-7.7,.,0.1,-0.7,-2.4,0.2,7.6
CCN1CCN(C(CNS(=O)(=O)c2ccc(OC)cc2)c2cccnc2)CC1 (configuration not stated),-3.2,-13.8,.,7.1,0.4,-2.2,0.0,1.2
N#Cc1ccccc1CN1C(=O)c2ccccc2S1(=O)=O,8.4,-9.2,0.0,-1.1,-2.1,-2.1,0.0,-1.1
Cc1[nH][nH]c(=O)c1C=Nc1ccc(C(F)(F)F)cc1,.,-14.9,0.2,2.6,4.6,0.3,0.0,.
C/C=C/c1ccc([C@@H]2[C@@H](CN(C)C(C)=O)N(C(=O)C3CC3)[C@H]2CO)cc1,-1.7,.,0.2,.,.,.,0.3,-7.9
O=[N+]([O-])c1ccc(OC(F)F)c(/C=N/n2cnnc2)c1,.,3.0,2.1,4.3,-2.3,0.0,0.0,.
N#Cc1cccnc1N1CCN(C(=O)c2ccccc2)CC1,-6.4,-12.3,0.0,0.2,2.6,7.1,0.1,1.1
CN1CCN(NC(=O)c2cccs2)CC1,.,2.9,0.0,3.8,1.2,-0.4,0.0,.

# 3 compounds already listed, arranged by their value in S100A4 MyoIIA, high to low.
smiles | S100A4 MyoIIA
N#Cc1cccnc1N1CCN(C(=O)c2ccccc2)CC1 | 7.1
N#Cc1ccccc1CN1C(=O)c2ccccc2S1(=O)=O | -2.1
COc1ccc(CC(=O)N(Cc2ccccc2)C(C)C)cc1 | -2.4

# The results go on.
SMILES,esBAF inh,RAD52 anneal inh,E-selectin induc,ERp5 inh,ERAP1 inh,S100A4 MyoIIA,Xi reactivation,RAD54 inh
COc1ccccc1-c1cn(CC[C@H]2CC[C@@H](NC(=O)C3CCCC3)[C@H](CO)O2)nn1,.,9.7,-0.1,3.7,-9.0,-2.9,0.1,.
O=C1CC2(CCN(C(=O)COc3ccc(F)cc3)CC2)Oc2ccccc21,5.7,-2.2,3.4,1.6,-2.3,2.1,0.3,9.8
Cc1ccc(C(=O)Cn2nnc(-c3ccccc3)n2)cc1,.,-7.6,0.0,-1.7,-1.2,-1.4,1.8,.
CC(C)C[C@H]1COc2cc(N3CCOCC3)ccc2S(=O)(=O)N1,.,9.0,-0.2,8.4,-2.0,-0.6,-0.1,.
COc1ccc(CNC(=O)c2ccc(CNc3c(NC4CCCCC4)c(=O)c3=O)cc2)cc1,1.4,-74.2,0.1,3.0,-0.2,9.6,0.3,6.5
O=C(CC(c1ccccc1)c1ccccc1O)N1CCCCC1 (configuration not stated),2.8,-7.8,-0.2,-0.3,1.4,-5.7,0.0,-2.8
O=C(COCc1cc(-c2ccc3c(c2)OCO3)on1)Nc1cccnc1Cl,7.0,0.5,.,1.3,3.9,4.4,0.1,7.9
Cc1cccc(S(=O)(=O)N2C[C@@H]3N[C@H](C2)C3c2ccc(-c3cccc(C#N)c3)cc2)c1 (some centres not stated),.,53.6*!,0.4&-0.5,2.0&-3.6,0.0&3.8,-10.1&4.2,0.2&0.2,.
O=C(CN1CCOCC1)Nc1ccc2c(c1)OCCO2,20.3,-9.8,-0.4,-3.2,.,5.3,.,3.4
OCc1ccccc1O[C@@H]1O[C@H](CO)[C@@H](O)[C@H](O)[C@H]1O,3.5,-8.0,.,-0.8,7.2,0.2,.,-13.4
CC(C)NC(=O)N(C)C[C@@H]1Oc2ccc(NC(=O)CCN3CCOCC3)cc2CC(=O)N([C@H](C)CO)C[C@H]1C,-0.6,7.7,-0.1,4.5,0.2,17.1,-0.1,-10.2
Nc1nc(-c2cccs2)c(CC(=O)O)s1,4.4,-24.7,5.4,-0.4,5.7,0.9,0.0,-6.2
CO[C@H]1CN(C)C(=O)c2ccc(NS(C)(=O)=O)cc2OC[C@H](C)N(Cc2cccnc2)C[C@H]1C,3.3,8.8,-0.1,-5.4,4.4,1.7,0.0,3.5
Cc1cc(C(=O)COC(=O)c2cccc(S(=O)(=O)N(C)C)c2)c(C)n1CC1CCCO1 (configuration not stated),.,-16.7,0.3,2.9,2.3,-4.7,-0.1,-6.0
CCNc1nc(NC(C)C)nc(N(C#N)CC(=O)OC)n1,.,-8.0,.,-3.4,-1.2,5.4,-0.1,.
COc1ccc2nc(SCC(=O)N3CCCCC3)c(C#N)cc2c1,15.6,-57.1,.,1.7,1.6,-1.0,0.0,7.6
Fc1ccccc1C1c2cccn2CCN1C(=S)Nc1cccc(Br)c1 (configuration not stated),.,9.3,0.0,0.0,2.0,-2.8,0.1,.
O=C(O)c1cc(-c2ccc(-c3c(-c4ccc5c(c4)OCO5)noc3-c3ccsc3)cc2)nc2ccccc12,68.2*,-4.5,-0.1,-1.5,17.8,-1.8,0.0,-2.5
COc1cccc(-c2noc(CCCC(=O)N3CCOCC3)n2)c1,-5.5,-5.1,.,?,2.6,21.4,-0.5,.
Cc1ccc(-n2cnnn2)cc1Cl,.,-9.4,.,2.6,-1.1,-3.3,-0.1,.
CCOC(=O)C1=CCN(S(=O)(=O)c2ccccc2Br)C1c1cccc(C)c1 (configuration not stated),1.4,-1.9,-0.2,-12.0,1.8,-2.4,0.1,5.1
NC(=O)c1ccsc1NC(=O)c1cc(=O)c2ccccc2o1,?,-48.4,0.9,4.1,-1.2,5.7,1.6,-1.1
CCN1CCSc2ccc(C(=O)NCc3cc(Br)ccc3OC)cc21,-3.0,-0.3,0.1,0.8,1.8,-1.5,0.2,0.4
COc1ccc(-n2nnc3c(=O)n(Cc4ccccc4C)cnc32)cc1,-1.6,-7.5,.,-7.5,-0.4,-6.6,.,2.7
CC(C)C[C@H]1CN=C(N(C)C)N1CC1CCCC1,1.6,-5.5,0.0,-0.5,-3.0,-3.0,-0.2,-6.4
N/C(Cc1ccc([N+](=O)[O-])cc1)=N\OC(=O)COc1ccccc1Cl,.,17.2,-1.2,-3.9,4.0,-0.8,-0.4,.
CCC(=O)Nc1ccc2c(c1)C(=O)N(C)[C@@H]1CC[C@H](CC(=O)NCc3ccc(OC)cc3)O[C@@H]1CO2,-2.2,6.9,0.0,-3.6,3.2,0.6,0.4,-2.1
O=C(c1ccccc1Cl)c1c(O)c2ccccc2oc1=O,10.1,-24.0,.,1.9,.,-2.0,-0.1,-0.7
NC(Cc1ccccc1)c1csc(Nc2nccc(C(F)(F)F)n2)n1 (configuration not stated),1.6,-38.8,0.5,0.5,-2.4,-7.2,-0.1,12.6

# Outcome played no part in choosing rows, and some 2.5% of all compounds hit somewhere here.
